Bioassay records deposited in PubChem BioAssay by National Center for Advancing Translational Sciences (NCATS).
HEK293 cAMP cs: qHTS Assay for Agonists of the Thyroid Stimulating Hormone Receptor: Activators of Intracellular cAMP Concentrations in Parental HEK 293 | parental HEK293 CNG cAMP sensor, membrane potential fluorescence | Potency, µM (titrated, usually from 57.1 µM), for the others: at the highest dose activation, most hits filed as activators | 73,000 tested, 2.5% active | AID 938, 2007; note: potency is the fitted concentration of half-maximal effect; % of control where 0% means no effect; nearly all actives have a fitted effect of over 55% in size
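Counterscreen for endogenous-receptor signalling: CNG-channel HEK 293 cells report cAMP rise by membrane depolarization. After 60 min dye equilibration with 100 uM RO 20-1724, compounds incubated 30 min before bottom-read fluorescence at 590 nm.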
BRCT PPI green: qHTS Assay for Inhibitors of BRCT-Phosphoprotein Interaction (Green Fluorophore); Breast cancer type 1 susceptibility protein (Homo sapiens), P38398; BRCA1 BRCT-phosphopeptide binding, green fluorescence polarization; 75,000 tested, 0.05% active; Potency, µM (highest dose often 76.9 µM), for the others: top-dose activity change, negative = inhibition, usual class: inhibitors;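 note: potency is the fitted concentration of half-maximal effect; plate controls were peptide without protein for full effect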
Target sequence (P38398 whole entry, looked up): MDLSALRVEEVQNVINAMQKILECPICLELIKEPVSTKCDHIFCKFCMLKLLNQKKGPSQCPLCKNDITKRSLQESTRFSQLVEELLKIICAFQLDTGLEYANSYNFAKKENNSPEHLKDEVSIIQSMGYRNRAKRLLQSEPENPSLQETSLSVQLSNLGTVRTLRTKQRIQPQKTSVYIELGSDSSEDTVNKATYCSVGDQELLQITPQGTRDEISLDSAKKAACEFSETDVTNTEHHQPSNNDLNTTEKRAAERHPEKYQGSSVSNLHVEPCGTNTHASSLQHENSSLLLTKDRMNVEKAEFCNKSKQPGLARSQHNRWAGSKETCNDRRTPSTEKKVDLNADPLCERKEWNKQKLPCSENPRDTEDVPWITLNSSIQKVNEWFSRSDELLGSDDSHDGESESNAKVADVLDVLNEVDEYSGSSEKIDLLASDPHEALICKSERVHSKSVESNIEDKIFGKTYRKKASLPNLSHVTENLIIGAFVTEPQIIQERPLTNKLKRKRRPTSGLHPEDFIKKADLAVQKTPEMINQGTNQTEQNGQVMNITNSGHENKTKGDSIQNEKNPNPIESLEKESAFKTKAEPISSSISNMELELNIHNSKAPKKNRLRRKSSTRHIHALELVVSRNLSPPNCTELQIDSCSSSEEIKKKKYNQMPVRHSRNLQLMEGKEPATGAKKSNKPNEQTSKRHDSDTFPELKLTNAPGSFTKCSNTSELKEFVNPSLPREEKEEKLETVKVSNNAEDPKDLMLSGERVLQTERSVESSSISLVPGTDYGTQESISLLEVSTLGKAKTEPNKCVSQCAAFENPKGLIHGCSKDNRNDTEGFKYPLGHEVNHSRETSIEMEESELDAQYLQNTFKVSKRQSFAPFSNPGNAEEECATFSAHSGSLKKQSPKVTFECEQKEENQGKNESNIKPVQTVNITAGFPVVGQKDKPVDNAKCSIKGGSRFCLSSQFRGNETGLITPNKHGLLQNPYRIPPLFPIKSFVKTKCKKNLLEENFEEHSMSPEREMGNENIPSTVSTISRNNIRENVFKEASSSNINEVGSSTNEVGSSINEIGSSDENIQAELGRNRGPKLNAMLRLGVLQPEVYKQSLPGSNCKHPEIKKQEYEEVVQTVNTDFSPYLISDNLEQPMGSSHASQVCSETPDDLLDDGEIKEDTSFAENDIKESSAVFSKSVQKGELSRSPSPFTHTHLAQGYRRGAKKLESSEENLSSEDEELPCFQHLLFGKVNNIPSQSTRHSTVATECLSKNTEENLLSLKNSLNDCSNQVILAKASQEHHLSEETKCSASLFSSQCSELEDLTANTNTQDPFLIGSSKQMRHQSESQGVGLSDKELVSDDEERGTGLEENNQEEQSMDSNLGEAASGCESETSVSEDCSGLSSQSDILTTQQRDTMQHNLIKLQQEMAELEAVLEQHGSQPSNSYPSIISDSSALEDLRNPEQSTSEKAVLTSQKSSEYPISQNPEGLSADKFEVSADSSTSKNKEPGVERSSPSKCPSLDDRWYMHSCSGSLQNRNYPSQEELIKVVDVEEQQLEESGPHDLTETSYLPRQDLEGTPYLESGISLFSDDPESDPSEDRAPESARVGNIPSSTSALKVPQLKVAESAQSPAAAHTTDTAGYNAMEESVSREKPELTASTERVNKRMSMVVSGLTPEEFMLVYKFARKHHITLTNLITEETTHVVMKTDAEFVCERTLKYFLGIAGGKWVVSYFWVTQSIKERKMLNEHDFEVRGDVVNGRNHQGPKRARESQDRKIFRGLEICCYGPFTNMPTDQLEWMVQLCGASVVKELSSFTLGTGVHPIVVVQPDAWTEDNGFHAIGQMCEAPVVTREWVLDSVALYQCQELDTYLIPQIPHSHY
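Compounds were incubated for 12 min at room temperature with a complex of 100 nM fluorescein-tagged pBACH1 decapeptide and 250 nM His-tagged BRCT protein. Buffer was phosphate pH 7.3 with EDTA, DTT and Tween 20. Disruption of binding lowers the polarization signal.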
Fluorescein autfl: qHTS Assay for Spectroscopic Profiling in Fluorescein Spectral Region. Compound autofluorescence, 480/540 nm, fluorescein-equivalent; stronger effect = higher value. max fluorescein-equivalent concentration, M. 59,000 tested, 0.91% active. AID 593, 2007; in the data active = max fluorescein-equivalent concentration above about 10 nM; inconclusive = between about 1.1 nM and that limit
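Read-out is intrinsic compound fluorescence at 480/540 nm (excitation/emission), expressed as dye-equivalent concentration using a fluorescein standard series run on every plate. Compounds sat 15 min at room temperature in 100 mM Tris, pH 8.0.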
GFP derepression: qHTS Assay for Epigenetic Modulators; AID 597, 2007; Potency, µM (titrated, usually from 46.1 µM), for the others: at the highest dose GFP derepression (activation); mouse C127i GFP locus derepression, cytometry, 30 h; 68,000 tested, 0.09% active; note: % of control where 0% means no effect
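Locus derepression in mouse mammary C127i cells whose integrated CMV-GFP reporter is normally silent; GFP expression after 30 h compound treatment was quantified by counting fluorescent cells.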
BRCT PPI red: qHTS Assay for Inhibitors of BRCT-Phosphoprotein Interaction (Red Fluorophore) | Potency, µM (doses to about 76.9 µM), for the others: at the highest dose activity change, negative = inhibition, usual class: inhibitors | BRCT-phosphopeptide binding, red fluorescence polarization | AID 892, 2007 | 75,000 tested, 0.03% active | Breast cancer type 1 susceptibility protein (Homo sapiens), P38398; note: % is set by controls: 0 for no effect and ±100 for the full control effect
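Fluorescence polarization: 100 nM His-tagged BRCA1 BRCT with 100 nM TAMRA-labelled phospho-BACH1 decapeptide, phosphate buffer pH 7.3 with 150 mM NaCl, DTT, 0.01% Tween 20; 12 min RT. Binding inhibition seen as FP decrease.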
Casp1 inh: qHTS Assay for Allosteric/Competitive Inhibitors of Caspase-1. P29466. Caspase-1 enzyme, Ac-WEHD-AFC fluorogenic rate. Potency, µM (top dose mostly 57.5 µM), inactives show at the highest dose activity change, negative = inhibition, actives largely listed as inhibitors. 75,000 tested, 0.03% active;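 note: potency is the fitted concentration of half-maximal effect; plate controls were vehicle for no effect and no substrate for full effect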
UbGFP stabilizer: Ubiquitin-GFP Assay; Ubiquitin-GFP reporter cells, proteasome inhibition, GFP fluorescence; response scale: untreated = 0%, 10 µM MG-132 = 100%; Potency, µM (titrated, usually from 45.9 µM), for inactives: top-dose activation (GFP accumulation), hits mostly activators; 67,000 tested, under 10 active; AID 526, 2006; active = well fitted activation curve with a large enough effect, not every such curve was filed as active; inconclusive = small, poorly fitted or top-dose-only effect, or another doubt; inactive = no such curve, though single readings can be large or run the other way; note: potency is the fitted concentration of half-maximal effect
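Reporter cells (U2OS, ubiquitin-G76V-GFP fusion) are plated overnight, then treated 4 hr at 37 °C with compound titrations from 46 uM down to 2.9 nM. Activity is scaled against untreated cells and 10 uM MG-132.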
USP2a inh: qHTS Assay for Inhibitors of Ubiquitin-specific Protease USP2a. 60,000 tested, 0.1% active. USP2a enzymatic assay, qHTS inhibition. Potency, µM (highest dose often 38.3 µM), for inactives: at the top dose activity change, negative = inhibition, usual class: inhibitors. Ubiquitin carboxyl-terminal hydrolase 2 (Homo sapiens), O75604;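 note: potency is the fitted concentration of half-maximal effect; nearly all actives have a fitted effect of over 60% in size; plate controls were DMSO for no effect and NEM full inhibition control for full effect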
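Inhibition is measured in a cell-free coupled assay with 20 nM USP2 core, 20 nM Ub-PLA2 and 20 uM NBD C6-HPC, 2.5 h incubation. Activity normalized to NEM control.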
4MU fluor: qHTS Assay for Spectroscopic Profiling in 4-MU Spectral Region | max dye-equivalent concentration, M | compound autofluorescence, 340/450 nm, 4-MU equivalents; stronger effect = higher value | 59,000 tested, 11% active; in the data active = max dye-equivalent concentration above about 10 nM; inconclusive = mostly about 1.1 nM to 9.6 nM
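Intrinsic fluorescence at 340/450 nm (ex/em) was read after 15 min at room temperature in pH 8.0, 100 mM Tris. Each compound concentration expressed as 4-MU-equivalent concentration from a six-point 4-MU standard series on each plate.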
Caspase-7 inhib: qHTS Assay for Allosteric/Competitive Inhibitors of Caspase-7. 75,000 tested, 0.02% active. Potency, µM (top dose mostly 57.5 µM), for the others: at the top dose activity change, negative = inhibition, hits mostly inhibitors. recombinant caspase-7, Ac-DEVD-AFC fluorescence rate. P55210; active = well fitted inhibition curve with a large enough effect in the main read-out, with a control signal flat, not every such curve was filed as active; inconclusive = small, poorly fitted or top-dose-only effect, or a change in a side signal; note: potency is the fitted concentration of half-maximal effect; % of control where 0% means no effect
A350 fluor: qHTS Assay for Spectroscopic Profiling in A350 Spectral Region; max dye-equivalent concentration, M; 59,000 tested, 11% active; Compound autofluorescence, 340/450 nm, Alexa 350 dye-equivalents; stronger effect = higher value; AID 590, 2007; in the data active = max dye-equivalent concentration above about 10 nM; inconclusive = mostly about 1.1 nM to 9.6 nM
* marks the source's active call; other numbers are inactive results; i = inactive; ? = inconclusive; · = not tested or not shown; [ ] = another dose, or the depositor's remark. Unless noted, calls come from the whole dose curve; as a rule, active = well fitted curve in the direction sought with a large enough effect; inconclusive = small, poorly fitted or top-dose-only effect, or another doubt; inactive = no such curve, though single readings can be large; an effect the other way counts as inactive or inconclusive.

SMILES	HEK293 cAMP cs	BRCT PPI green	Fluorescein autfl	GFP derepression	BRCT PPI red	Casp1 inh	UbGFP stabilizer	USP2a inh	4MU fluor	Caspase-7 inhib	A350 fluor
CCc1nnc(NC(=O)c2ccc(S(=O)(=O)N3CCCCCC3)cc2)s1	-1.4%	-0.8%	?	-1.3%	-2.4%	2.0%	-1.7%	5.9%	i	7.7%	?
CC(C)OC(=O)CSc1nnc(-c2ccc(Cl)cc2)n1N	-6.3%	-2.2%	i	?	1.2%	-1.8%	3.6%	6.8%	i	-0.6%	i
Oc1c(C(c2ccccc2)N2CCCCC2)sc2ncnn12 (stereo not drawn)	8.7%	0.4%	·	·	-1.0%	-0.9%	12.2%	·	·	0.2%	·
Cc1ccc2nc(NC(=O)C3CCN(S(=O)(=O)c4ccc5c(c4)oc(=O)n5C)CC3)sc2c1	3.0%	-1.3%	·	·	0.3%	1.1%	-2.4%	·	·	-0.4%	·
Brc1ccc(-c2noc(CCc3ccccc3)n2)o1	20.0%	-1.9%	·	·	0.2%	-3.3%	-2.9%	·	·	-6.2%	·
CCOC(=O)CN1Cc2cccc(C(=O)O)c2C1=O	2.9%	1.0%	·	·	1.6%	-1.3%	4.6%	·	·	-1.8%	·
COCCn1c(Cc2ccccc2)nnc1SCC(=O)N(C)C	?	-1.4%	i	-1.2%	0.2%	-3.4%	2.6%	-1.6%	i	-0.1%	i
CCCCCCN(C(=O)CCCCCN1C(=O)NC(c2ccc(Cl)cc2)C(C(=O)OCc2ccccc2)=C1C)C(C(=O)NCCCC)c1ccc(OCC(=O)OC)c(C(=O)OC)c1 (stereo not drawn)	6.6%	0.7%	·	·	-0.9%	0.7%	·	·	·	-3.0%	·
CCOc1ccccc1N(CC(=O)N1CCOCC1)S(=O)(=O)c1ccccc1	11.7%	-0.7%	?	5.3%	0.1%	-0.7%	-0.7%	10.0%	i	1.4%	i
CC(C)P(=O)(Cc1cccc(C#N)c1)C(C)C	7.5%	-0.3%	?	-1.4%	0.7%	-0.2%	0.8%	-11.7%	i	9.4%	i
O=C(OCc1nnc(-c2ccccc2)o1)C1=COCCO1	3.6%	-0.8%	?	1.3%	-0.1%	0.7%	4.9%	-4.6%	i	1.6%	i
CCn1c(SCC(=O)NCCOC)nc2sc3c(c2c1=O)CCCC3	-2.3%	1.3%	i	-0.6%	-1.0%	-0.9%	3.1%	17.6%	i	-0.9%	i
COC(=O)[C@H](Cc1ccccc1)NC(=O)[C@@H](N)CC(=O)O	-16.9%	-2.8%	·	·	1.4%	-2.7%	·	·	·	-1.1%	·
CCCN(CCC)C(=O)COc1cc(=O)n(CC)c2ccccc12	13.3%	-0.8%	·	-2.0%	-0.6%	-2.5%	1.3%	·	·	-1.3%	·
COCCCN1C(=O)C(=O)/C(=C(/O)c2ccc3c(c2)CC(C)O3)C1c1cccnc1 (stereo not drawn)	-2.4%	-1.7%	i	0.4%	0.0%	-0.6%	12.7%	1.4%	i	-3.3%	i
CCOC(=O)c1[nH]c2ccc(C)cc2c1NC(=O)CN1CCCCC1	28.5%	-1.6%	i	-4.0%	-0.6%	-1.0%	-2.2%	8.5%	?	0.4%	?
CCOc1ccc(OCC)c(NC(=O)CSc2nnc(Cn3cnc4ccccc43)n2C)c1	-10.1%	0.7%	?	1.3%	-1.9%	1.5%	-6.8%	1.2%	i	-0.5%	i
CCc1nc(SCC(=O)Nc2ccnc3ccccc23)n[nH]1	8.2%	0.9%	?	-3.2%	-1.0%	-0.8%	4.1%	-7.6%	i	0.1%	i
CCOC(=O)c1cnn(-c2cc(C)nc3c(-c4ccccc4)cnn23)c1N	2.4%	1.5%	i	0.0%	1.0%	-7.0%	0.7%	-1.5%	i	-0.2%	i
Cc1ccccc1-n1c(=O)cc(NCc2ccc3c(c2)OCO3)[nH]c1=O	12.8%	-1.6%	i	0.3%	0.7%	-0.7%	-7.7%	4.3%	i	0.9%	i
CC(N=C(NC#N)Nc1ccncc1)C(C)(C)C (stereo not drawn)	·	-2.9%[3.08 µM]	·	·	-4.0%	0.3%	·	-2.3%	·	2.1%	·
CCOC(=O)c1c(C)[nH]c(C(=O)COC(=O)CNC(=O)C2CCCCC2)c1C	11.3%	-0.1%	?	3.5%	-0.1%	-0.9%	0.8%	-5.0%	i	0.5%	i
Cc1ccc2cc(CN(CCCN(C)C)C(=O)NCc3ccccc3)c(=O)[nH]c2c1C	23.3%	-1.8%	i	-2.1%	0.3%	0.6%	5.9%	4.5%	?	-2.1%	?
CN(CC(=O)Nc1ccc(F)c(Cl)c1)S(=O)(=O)c1cccc2nsnc12	-11.9%	0.1%	i	0.0%	1.9%	0.7%	8.6%	27.9%	i	-0.3%	i
O=C(CN1CCOc2ccccc21)NC1CCCCCCC1	26.7%	1.1%	·	0.0%	0.8%	-1.0%	-3.0%	·	·	-0.2%	·

Other entries:
SMILES	HEK293 cAMP cs	BRCT PPI green	Fluorescein autfl	GFP derepression	BRCT PPI red	Casp1 inh	UbGFP stabilizer	USP2a inh	4MU fluor	Caspase-7 inhib	A350 fluor
Cc1ccc(S(=O)(=O)N[C@H](CN)C(=O)O)cc1	10.0%[11.4 µM]	-4.7%[15.4 µM]	?	-3.4%[9.22 µM]	0.9%[15.4 µM]	0.8%[11.5 µM]	-14.3%[9.17 µM]	·	i	1.3%[11.5 µM]	i
COc1ccc(-n2c(=O)cc(N3CCN(Cc4ccccc4)CC3)[nH]c2=O)cc1	7.9%	-1.4%	·	·	-0.6%	0.9%	1.4%	·	·	0.0%	·
COc1cc(OC)c(C(=O)Nc2ccc(N(C)C)cc2)cc1OC	-2.9%	-1.6%	i	2.1%	-0.2%	-1.5%	-1.3%	1.4%	i	0.9%	i
CC(COc1cccc2ccccc12)CN1CCN(C)CC1 (stereo not drawn)	23.3%	-1.2%	?	-2.6%	0.1%	0.8%	1.6%	-3.8%	i	-0.3%	i
COc1cccc(-n2nnc3c(=O)n(CC(=O)N4CCCc5ccccc54)cnc32)c1	21.1%	-0.6%	i	0.0%	0.0%	-0.5%	11.2%	6.5%	i	-0.8%	i
CCN(CC)c1ccc(NC(=O)CSc2nnc(N)s2)cc1C	5.5%	-1.2%	·	·	-0.2%	-1.5%	8.1%	·	·	0.2%	·
C=CCNC(=O)CSc1nc2sc(C)c(C)c2c(=O)[nH]1	17.7%	-0.7%	·	·	0.6%	-2.3%	3.9%	·	·	0.8%	·
O=C1CCC(=O)N1c1ccccc1-c1ccccc1	2.3%	-1.4%	·	-3.8%	-0.8%	-1.9%	5.8%	4.2%	·	-4.0%	·
N/C(=N\O)C1COc2ccccc2O1 (stereo not drawn)	2.9%	-0.7%	i	-1.9%	-1.6%	1.5%	0.0%	-12.2%	i	-1.9%	i
CCCNC(=O)C1CCN(S(=O)(=O)c2ccc3nc4c(c(C(=O)O)c3c2)CCCCC4)CC1	0.0%	-2.3%	·	11.6%	-0.4%	2.2%	-3.1%	·	·	-0.8%	·
CCC(C)NC(=O)NC1C(NC(=O)NC(C)CC)N(C)C(=O)N1C (stereo not drawn)	-5.7%	-1.9%	·	·	-1.2%	-0.9%	·	·	·	1.2%	·
COc1ccc(N2CCN(Cc3nc4c(c(=O)n(C)c(=O)n4C)n3Cc3ccccc3C)CC2)cc1	3.8%	-0.8%	·	·	2.1%	-1.3%	7.2%	·	·	-2.1%	·
COc1ccc(Cl)cc1NC(=O)CSc1nncn1-c1cccnc1	-3.4%	0.8%	i	-3.8%	-1.5%	0.7%	-1.1%	3.6%	i	0.0%	i
COCCc1ccc(OC[C@H](O)CNC(C)C)cc1	5.0%[25.6 µM]	-0.2%[34.4 µM]	?	3.4%[20.6 µM]	0.9%[34.4 µM]	-5.2%[25.7 µM]	-7.7%[20.5 µM]	-2.6%[17.1 µM]	i	0.0%[25.7 µM]	i
CCOc1ccccc1C1NC(=O)NC(C)=C1C(=O)OC1CCCCC1 (stereo not drawn)	18.5%	2.2%	·	2.3%	-0.1%	-3.3%	4.2%	8.1%	·	0.0%	·
CCN(CC)CCNC(=O)c1ccc(N2CCCCC2)c(NS(=O)(=O)c2ccc(C)cc2)c1	18.1%	0.3%	i	-1.2%	1.3%	-0.5%	19.7%	22.0%	i	-1.3%	i
CC(=O)OCC(=O)Nc1ccc(Cl)cc1Cl	3.7%	-1.4%	i	-1.6%	-0.3%	-2.5%	2.2%	-6.4%	i	0.0%	i
COc1ccc(CC(=O)Nc2oc(-c3ccccc3)c(-c3ccccc3)c2C#N)cc1OC	?	0.3%	·	-0.3%	0.3%	-3.4%	5.7%	13.9%	·	-1.7%	·

The list is partial (hit frequency here may not be typical).
